Hsp70 activator = switches on Hsp70 transcription. actives 0.04% (n = 200,000). HeLa Hsp70 promoter luciferase reporter, luminescence; scaled: vehicle 0, proteasome-inhibitor control 100%. activation, % at 10 µM;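 active means activation above the mean across all tested compounds plus 3 SD, cutoff set per campaign, cut at about 5.5% in these data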;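 further: 100% = MG132 at 30 µM as the positive control and 0% = DMSO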
TLR4-MyD88 BLA = TLR4-MyD88 interaction inhibition in cells | HeLa CL3-4 TLR4/MyD88 BLA complementation, FRET ratio | O00206+Q99836 | actives 0.18% (n = 200,000) | inhibition, % at 8.4 µM; in the data active means inhibition above about 25%;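 further: 0% = vehicle and 100% = reference inhibitor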
Target sequence (O00206 whole entry, looked up): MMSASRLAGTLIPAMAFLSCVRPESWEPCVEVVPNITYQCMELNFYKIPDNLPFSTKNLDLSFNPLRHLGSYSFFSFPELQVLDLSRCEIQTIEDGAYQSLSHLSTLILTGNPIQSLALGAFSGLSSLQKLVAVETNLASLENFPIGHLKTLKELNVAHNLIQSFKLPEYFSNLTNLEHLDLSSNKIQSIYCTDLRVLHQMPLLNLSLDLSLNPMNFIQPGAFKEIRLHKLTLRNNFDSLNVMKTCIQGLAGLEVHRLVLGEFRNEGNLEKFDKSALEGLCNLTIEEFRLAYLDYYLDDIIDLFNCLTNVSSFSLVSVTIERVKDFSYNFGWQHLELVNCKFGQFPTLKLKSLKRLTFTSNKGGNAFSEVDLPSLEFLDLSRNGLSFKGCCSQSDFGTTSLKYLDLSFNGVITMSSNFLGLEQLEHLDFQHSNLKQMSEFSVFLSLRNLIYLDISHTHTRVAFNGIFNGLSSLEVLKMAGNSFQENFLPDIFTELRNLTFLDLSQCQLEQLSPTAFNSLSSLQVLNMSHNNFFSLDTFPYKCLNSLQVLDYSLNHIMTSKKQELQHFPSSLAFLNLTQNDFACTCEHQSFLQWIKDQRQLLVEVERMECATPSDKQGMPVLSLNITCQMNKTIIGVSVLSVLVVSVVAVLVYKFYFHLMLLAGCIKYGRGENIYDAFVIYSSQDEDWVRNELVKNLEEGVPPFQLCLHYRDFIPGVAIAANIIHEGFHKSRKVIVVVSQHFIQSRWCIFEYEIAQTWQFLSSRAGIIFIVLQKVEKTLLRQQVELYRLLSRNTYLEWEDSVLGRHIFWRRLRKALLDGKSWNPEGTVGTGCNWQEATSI
Target sequence (Q99836 whole entry, looked up): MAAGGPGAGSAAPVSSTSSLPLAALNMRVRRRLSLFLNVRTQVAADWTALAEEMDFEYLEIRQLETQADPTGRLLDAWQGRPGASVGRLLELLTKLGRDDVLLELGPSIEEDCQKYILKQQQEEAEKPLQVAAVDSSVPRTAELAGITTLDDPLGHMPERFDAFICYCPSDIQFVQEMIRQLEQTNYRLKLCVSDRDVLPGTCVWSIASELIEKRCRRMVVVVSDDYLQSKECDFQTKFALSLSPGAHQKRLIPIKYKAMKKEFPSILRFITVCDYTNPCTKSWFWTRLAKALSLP
STAT1 inh = inhibitors of IFN-gamma induced STAT1 signaling; NIH 3T3 STAT1-luciferase reporter, luminescence; actives 0.35% (n = 200,000); inhibition, % at 5.5 µM;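 active means inhibition above a set limit, the mean inhibition across all tested compounds plus 3 SD, cut at about 34% in these data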;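 further: 0% = IFN-gamma with DMSO and 100% = IFN-gamma with 300 µM nifuroxazide; values of inactives mirror those of a sister screen read the other way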
Redox H2O2 prof = compounds producing H2O2 with reducing agent – biochemical, NIH compound library profiling, artefact control for MLSCN library redox annotation, primary screen; DTT-dependent redox cycling H2O2, phenol red/HRP absorbance; 100% = 100 µM peroxide control, 0% = buffer; activation, % at 10 µM; actives 0.03% (n = 200,000);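 active means activation of at least 50% relative to the plate's high and low controls in the primary single-dose screen; inactive means activation below 50%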;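 further: compound incubated with DTT at 0.8 mM final as the reducing agent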
APP 5'UTR act = activates APP 5'UTR luciferase reporter | actives 1% (n = 190,000) | activation, % at 2 µM | AID 1276 | SH-SY5Y APP 5'UTR luciferase reporter, luminescence; zero percent = DMSO vehicle wells;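 active means activation above a set limit, based on mean plus 3 SD of controls, cut at about 140% in these data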; further: values of inactives mirror those of a sister screen read the other way
STAT3 act = increases IL-6 driven STAT3 reporter signal. U3A cells, IL-6 STAT3-luciferase reporter, luminescence; 100% = signal with IL-6 EC80 alone. activation (% of control), % at 5.6 µM. actives 0.91% (n = 190,000);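 active means activation above the screen-wide mean of compound activation plus 3 SD, cut at about 130% in these data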;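 further: 0% = background luminescence of wells with medium and substrate only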
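Test system: Human STAT1-deficient U3A cells with stable STAT3-luciferase reporter | Also added: Interleukin-6, 33 ng/mL | Timing: Compound pre-incubation 1 h before IL-6, then 6 h stimulation at 37 °C | Technique: Luciferase reporter luminescence | Read-out: Percent of IL-6-only median luminescence | Benchmarks: IL-6-only wells as 100% reference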
STAT1 act = increases IFN-gamma driven STAT1 reporter signal; NIH 3T3 STAT1-luciferase reporter, luminescence; 100% = IFN-gamma alone, no compound; activation (% of control), % at 5.5 µM; actives 2.6% (n = 200,000); AID 932;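 active means activation above the screen-wide mean activation plus 3 SD, cut at about 130% in these data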;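 further: raw ratio to IFN-gamma control signal so 100% means no change and 0% no light; values of inactives mirror those of a sister screen read the other way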
HMGR II inh = E. faecalis class II HMG-CoA reductase inhibition | actives 0.41% (n = 190,000) | purified E. faecalis HMGR, NADPH absorbance 340 nm kinetic | inhibition, % at 10 µM | AID 1066;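 active means inhibition above a set limit, the median over all tested compounds plus 3 SD, cut at about 9.5% in these data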;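 further: enzyme runs in reverse so mevalonate oxidation gives rising NADPH absorbance; 0% = complete reaction with DMSO and 100% = background rate lacking mevalonate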
STAT3 inh = inhibitors of IL-6 induced STAT3 signaling. actives 0.89% (n = 190,000). inhibition, % at 5.5 µM. U3A cells, IL-6 STAT3-luciferase reporter, luminescence; host cell line lacks STAT1;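 active means inhibition above the mean inhibition across all screened compounds plus 3 SD, cut at about 44% in these data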;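 further: 0% = DMSO only wells and 100% = 100 µM nifuroxazide control wells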
NF-kB neuron act = compounds increasing NF-kB expression in human neuronal cells; fold change at 12.5 µM; AID 1239; NF-kB reporter expression; active compounds read high; actives 1.6% (n = 190,000); in the data active means fold change above about 3.3
Starred values were filed as active, the others as inactive; nt = no result given.

SMILES | Hsp70 activator | TLR4-MyD88 BLA | STAT1 inh | Redox H2O2 prof | APP 5'UTR act | STAT3 act | STAT1 act | HMGR II inh | STAT3 inh | NF-kB neuron act
Cc1[nH]nc(N=CC2=C(O)CC(C)(C)CC2=O)c1-c1ccccc1 | 0.0 | 7 | -15 | -4.4 | 27 | 103 | 114 | 0 | 0 | 1.5
CS(=O)(=O)NN1C(=O)c2ccccc2NC1c1cc2ccccc2nc1Cl (stereo not drawn) | -0.5 | 3 | -2 | -0.1 | 11 | 111 | 102 | 0 | -9 | 1
Cc1nn(CCC(=O)NNC(=S)Nc2ccc(F)cc2)c(C)c1[N+](=O)[O-] | 0.2 | 6 | 1 | 0.6 | 1 | 100 | 101 | 3 | 2 | 1.5
CCOCCCNCc1cccc(OC)c1 | -0.5 | 2 | -2 | -1.4 | -8 | 102 | 102 | -4 | 5 | 0.87
CCN(CC)CCCNc1nc2ccccc2[nH]1 | -0.3 | -13 | 2 | -0.5 | 9 | 97 | 98 | -4 | 12 | 1
CCOC(=O)CSc1nc2sc3c(c2c(=O)n1C1CCCCC1)CCN(C)C3 | -0.3 | -2 | 7 | 0.9 | -4 | 93 | 92 | -6 | 10 | 0.85
O=C(NCCC1=CCCCC1)c1cccc2c1C(=O)N(C1CCCCC1)C2 | -0.2 | -35 | 4 | -0.3 | -12 | 97 | 98 | -1 | 9 | 1.1
CCOC(=O)CNS(=O)(=O)c1c(C)noc1C | -0.3 | 2 | -1 | -2.9 | 8 | 101 | 101 | 1 | -2 | 0.97
O=C(c1ccccc1C(=O)N1CCN(c2ccc(F)cc2)CC1)N1CCN(c2ccc(F)cc2)CC1 | -0.5 | 0 | 4 | 1.1 | 11 | 88 | 96 | 0 | 18 | 0.75
CSc1ccccc1C(=O)N1CCc2ccccc2C1 | 0.0 | 4 | -10 | -1.2 | 19 | 103 | 107 | 0 | 7 | 0.6
COc1ccc(CN=C2NC(=O)CC(C(=O)Nc3ccc(F)cc3)S2)cc1 (stereo not drawn) | -0.4 | 5 | -8 | 1.1 | 20 | 104 | 108 | -6 | -9 | 0.88
CC1CCC/C(=C\Nc2ccc(C(=O)O)cc2)C1=O (stereo not drawn) | -0.1 | 6 | -56 | 12 | 139* | 94 | 149* | -10 | 11 | 3.8*
COCCn1c(=O)[nH]c(=O)c2cc(C(=O)c3cc(OC)ccc3O)cnc21 | -0.3 | 6 | -5 | 0.4 | 16 | 101 | 104 | 1 | 4 | 0.84
Cc1cc[n+](CC(=O)c2ccc(NC(=O)c3ccccc3)cc2)cc1 | 0.1 | -11 | 1 | -0.2 | 19 | 105 | 99 | -2 | 4 | 1.2
CCSc1cc(C2C(C#N)=C(N)OC(C)=C2C(=O)OC)c(C)o1 (stereo not drawn) | -0.2 | 6 | 8 | 1.5 | -4 | 103 | 93 | -3 | -1 | 1.2
O=C(CP(=O)(c1ccccc1)c1ccccc1)N/N=C/c1cc(Br)cc(Br)c1O | -0.4 | -5 | 6 | 0.9 | -24 | 100 | 95 | -4 | -5 | 0.86
O=S(=O)(Nc1nc2ccccc2nc1N1CCc2ccccc2C1)c1ccc(Cl)cc1 | 0.0 | 6 | -23 | 0.3 | 21 | 136* | 121 | 0 | -43 | 0.83
COc1cc(NC(=O)CN2C(=O)c3ccccc3C2=O)c(C(=O)O)cc1OC | -0.2 | 2 | -1 | 0.5 | -8 | 100 | 100 | 1 | 1 | 1.1
Cc1nc2sc(C(c3ccccc3)N3CC(C)OC(C)C3)c(O)n2n1 (stereo not drawn) | 0.1 | -5 | 7 | 6.7 | 1 | 101 | 93 | 2 | 0 | 1.1
Fc1ccccc1NC(=S)NN(Cc1ccccc1)c1ccccc1 | -0.2 | -8 | 0 | 0.4 | 9 | 101 | 100 | 0 | -1 | 1.2
CCSc1nnc(NC(=O)C2CCCCC2)s1 | 0.3 | 7 | -18 | 0.5 | 28 | 104 | 112 | 3 | -4 | 2
CCOC(=O)Cn1c(-c2ccccn2)nc2ccccc21 | -0.4 | -4 | -2 | -0.8 | 1 | 97 | 102 | 2 | 10 | 0.84
COc1ccc(-c2nc(CN3CCC(C(=O)N4CCc5ccccc54)CC3)c(C)o2)cc1OC | -0.1 | 5 | 2 | -0.8 | nt | 93 | 98 | 2 | 17 | 0.9
O=C(NC1CCCC1)NS(=O)(=O)c1ccccc1Cl | 0.2 | -3 | -2 | 0.1 | 10 | 96 | 101 | 2 | 11 | 1.3
COc1ccc(C(=O)N/N=C/C(Br)=C/c2ccccc2)cc1 | 0.0 | -4 | 11 | -0.1 | -24 | 97 | 90 | -4 | 2 | 0.99
COc1ccc(-n2c(CNC(=O)COc3ccccc3)n[nH]c2=S)cc1 | -0.3 | -2 | -5 | -0.1 | 6 | 99 | 104 | -1 | 5 | 1
O=C1CCCC2=C1C(c1ccc(Br)cc1)c1c([nH]c(=S)[nH]c1=O)N2 (stereo not drawn) | -0.5 | 0 | -3 | 4.2 | -4 | 105 | 102 | -1 | 1 | 1.1
CC(C)(C)c1ccc(C(=O)c2c[nH]c(C(=O)NCc3cccnc3)c2)cc1 | 0.0 | -15 | -6 | 1.7 | nt | 87 | 105 | -1 | 21 | 1.3
O=C(Nc1ccccc1)c1ccc(OC(=O)c2cc3ccccc3o2)cc1 | -0.4 | 0 | -4 | -0.6 | 6 | 109 | 104 | 1 | -4 | 1.8
CCSc1nnc(NC(NC(=O)c2ccco2)(C(F)(F)F)C(F)(F)F)s1 | 0.1 | 7 | -9 | -0.3 | -3 | 102 | 108 | -5 | 5 | 1
CCC1CCCCN1CCCNC(=O)CNC(=O)Cn1ccc2ccccc2c1=O (stereo not drawn) | -0.5 | -10 | 2 | -1.2 | 30 | 100 | 98 | -3 | 7 | 1.1
O=C(COC(=O)CCSc1ccc(Cl)cc1)NCc1ccccc1 | -0.1 | -8 | 1 | nt | 8 | 98 | 99 | 2 | 3 | 1.3
Cc1ccccc1NC(=O)COC(=O)CCc1ccccc1 | -0.2 | 3 | 2 | 0.1 | -12 | 104 | 98 | -7 | 0 | 1.2
O=C(Cn1c(=O)[nH]n(-c2ccccc2)c1=O)N1CCCc2ccccc21 | -0.4 | 10 | 4 | 4.6 | -2 | 103 | 96 | -3 | 1 | 0.94
CC1(C)Cc2c(C#N)c(NCC3CCCO3)nc(-c3ccco3)c2CO1 (stereo not drawn) | 0.3 | -10 | -2 | 3.0 | 7 | 116 | 102 | -6 | -14 | 1
CN1CCN(c2nc(C(N)=O)cc(-c3ccccc3)n2)CC1 | -0.4 | -4 | 0 | -0.7 | 12 | 103 | 100 | -5 | 3 | 1.1
COc1ccc(C(=O)C2CCCN(C(=O)c3cccnc3SC)C2)c(C)c1 (stereo not drawn) | -0.2 | -20 | -3 | -0.7 | 2 | 101 | 101 | 1 | 2 | 0.95
Cc1ccccc1Cn1nnc(-c2ccc(C(=O)O)cc2)n1 | 0.0 | 1 | -3 | -1.3 | -2 | 102 | 103 | -4 | 2 | 1.2
O=C(N/N=C/C(Br)=C/c1ccccc1)c1cccs1 | 0.8 | 4 | -55 | -1.5 | 147* | 90 | 148* | 0 | 15 | 7.5*
CCC(c1nnc(SCC(=O)NC23CC4CC(CC(C4)C2)C3)o1)N(C)C (stereo not drawn) | 0.2 | 0 | 6 | 0.2 | 10 | 111 | 95 | 3 | -8 | 1.1
CCOC(=O)c1ccc(N2C(=O)CC(N3CCC(O)(c4ccc(Br)cc4)CC3)C2=O)cc1 (stereo not drawn) | -0.3 | -1 | 18 | 0.1 | -2 | 85 | 84 | 1 | 23 | 1.4
COc1cc(NC(=O)c2ccccc2)c(OC)cc1NC(=O)Cc1cccs1 | -0.2 | 10 | 4 | -0.8 | 7 | 92 | 95 | -4 | 11 | 0.98
O=C(CSc1nnc(-c2ccc(F)cc2)o1)Nc1ccc(S(=O)(=O)N2CCCCCC2)cc1 | -0.3 | 4 | 8 | 0.4 | 2 | 107 | 93 | -1 | -2 | 1.1
CCOc1ccc(OCCCCN2CCCC2)cc1 | -0.1 | 6 | -3 | 0.2 | -15 | 97 | 103 | 1 | 10 | 1
O=C(CSc1nnc(CNC(=O)c2cccs2)o1)c1ccccc1 | -0.3 | 5 | 10 | -0.9 | 14 | 103 | 91 | -2 | 3 | 1.2
Oc1c(Cl)cc(Cl)c2c1NCCC2 | -0.1 | -1 | 2 | 1.9 | 12 | 94 | 98 | 0 | 11 | 1
CCN1C(=O)/C(=C2\SC(N3CCCCC3)=NC2=O)c2ccccc21 | 0.3 | -6 | -21 | 1.0 | -10 | 104 | 120 | -13 | -1 | 0.87
CN1C(=O)/C(=C/c2ccccc2OCc2cccc(F)c2)NC1=S | -0.2 | 0 | -6 | 3.9 | 6 | 94 | 103 | 2 | 16 | 0.9
N=c1oc2ccccc2cc1-c1nc(-c2ccccc2)cs1 | -0.4 | -3 | 16 | -0.8 | 9 | 109 | 86 | -3 | -11 | 1.1
COc1ccc(/C=C/C(=O)Nc2ccccc2C(=O)O)cc1 | -0.6 | 11 | 39* | -0.3 | 152* | 58 | 63 | 0 | 51* | 3
CCCNC(=O)NC(=O)COC(=O)CNS(=O)(=O)/C=C/c1ccccc1 | 0.3 | -12 | 5 | -1.1 | 5 | 103 | 94 | 5 | 8 | 1.1
CC(C(=O)NCCN1CCOCC1)c1ccc([N+](=O)[O-])cc1 (stereo not drawn) | -0.3 | 5 | -2 | -0.2 | -20 | 95 | 102 | -7 | 9 | 1.4
O=C(CSc1ncn(-c2ccccc2)n1)N1CCN(c2ccccc2)CC1 | -0.3 | 4 | 4 | 1.8 | -6 | 95 | 97 | 3 | 10 | 0.88
O=C(Nc1ccccc1C(=O)O)c1cccc(F)c1 | 0.0 | -2 | 1 | 0.1 | 12 | 90 | 104 | nt | 14 | nt
CC1NC(=O)NC1CCCCCC(=O)Nc1ccc(F)cc1 (stereo not drawn) | -0.3 | -3 | -6 | -0.4 | 5 | 98 | 103 | 1 | 10 | 1.1
COc1ccc(-n2c(Cc3cccn3C)nnc2SCC(=O)Nc2cccc(Cl)c2)cc1 | -0.3 | -14 | -5 | 0.0 | 13 | 100 | 104 | 2 | 6 | 0.67
CC(C1CC1)N(Cc1ccccc1)C(=O)NC(=O)c1cccc(F)c1 (stereo not drawn) | -0.2 | -5 | 3 | -1.7 | 14 | 101 | 97 | 0 | 2 | 1.1

Given with tabs: entries from further up.
mol	Hsp70 activator	TLR4-MyD88 BLA	STAT1 inh	Redox H2O2 prof	APP 5'UTR act	STAT3 act	STAT1 act	HMGR II inh	STAT3 inh	NF-kB neuron act
N=c1oc2ccccc2cc1-c1nc(-c2ccccc2)cs1	-0.4	-3	16	-0.8	9	109	86	-3	-11	1.1
COc1ccc(/C=C/C(=O)Nc2ccccc2C(=O)O)cc1	-0.6	11	39*	-0.3	152*	58	63	0	51*	3

From PubChem BioAssay
